PG9 Ab binder = binders of HIV-1 gp120 antibody PG9, primary screen, biochemical, TR-FRET | HIV-1 gp120 / PG9 antibody interaction | TR-FRET gp120-PG9 antibody binding | inhibition, % at 6.7 µM | hit rate 0.43% among 360,000; in the data active means inhibition above about 8.5%
HTRA1 inhibitor = HTRA1 serine protease inhibitors, primary screen, biochemical, fluorescence polarization, HTS; inhibition, % at 5.96 µM; Q92743; hit rate 0.5% among 340,000; AID 504803, 2011; recombinant HTRA1, FP-rhodamine activity-based probe; in the data active means inhibition above about 36%;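 further: 0% = enzyme with DMSO and 100% = wells lacking enzyme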
Target sequence (Q92743 whole entry, looked up): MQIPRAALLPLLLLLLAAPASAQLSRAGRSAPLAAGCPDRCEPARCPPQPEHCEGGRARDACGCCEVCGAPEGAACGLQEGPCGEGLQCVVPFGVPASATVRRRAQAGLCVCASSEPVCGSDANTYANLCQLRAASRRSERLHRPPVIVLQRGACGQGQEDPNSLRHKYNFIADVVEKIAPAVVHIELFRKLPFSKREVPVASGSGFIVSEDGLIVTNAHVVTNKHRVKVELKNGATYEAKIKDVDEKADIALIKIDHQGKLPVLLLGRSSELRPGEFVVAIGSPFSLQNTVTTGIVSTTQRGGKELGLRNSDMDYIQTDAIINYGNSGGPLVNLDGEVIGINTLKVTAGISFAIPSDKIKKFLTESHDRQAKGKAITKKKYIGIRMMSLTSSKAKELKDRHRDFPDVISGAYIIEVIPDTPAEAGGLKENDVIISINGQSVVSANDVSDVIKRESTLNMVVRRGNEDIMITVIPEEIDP
SIAE inh = human SIAE inhibitors, primary screen, biochemical, fluorescence polarization, FP-Rh probe, 1536-well HTS; Sialate O-acetylesterase (Homo sapiens), Q9HAT2; SIAE FP-Rh probe binding; inhibition, % at 9.66 µM; hit rate 0.69% among 370,000;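 active means inhibition above a cutoff: mean of compounds within the control limits plus 3 SD of those, cut at about 17% in these data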;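 further: 0% = plate median of compound wells and 100% = probe without SIAE protein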
LEDGF integ inh = blockers of LEDGF/p75-dependent integrase strand transfer – biochemical, TR-FRET, high throughput, primary screen. HIV-1 integrase (with human LEDGF/p75). TR-FRET IN-LEDGF/p75 DNA integration, Eu/Cy5. inhibition, % at 3.7 µM. hit rate 0.64% among 370,000;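 active means inhibition above the screen-wide mean plus 3 SD, cut at about 13% in these data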;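 further: signal is the Cy5 over europium emission ratio at 671 and 618 nm; 0% = plate median of compound wells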
TCR-CD3 inh = inhibitors of human TCR-CD3 interaction, primary screen, biochemical, fluorescence, TAMRA-labeled TCR probe; AID 651800, 2012; T-cell receptor (TCR); inhibition, % at 9.4 µM; hit rate 0.37% among 360,000; in the data active means inhibition above about 19%;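 further: recombinant mutant TCR 2C K166C tagged with TAMRA read by polarization; 0% = receptor in buffer alone and 100% = receptor with positive control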
PRMT1 inh = PRMT1 methyltransferase inhibitors, primary screen, biochemical, fluorescence polarization | recombinant PRMT1, activity-based probe fluorescence polarization | AID 652257, 2013 | inhibition, % at 2.79 µM | hit rate 1.3% among 370,000;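 active means inhibition above about 21% made by adding two undisclosed values, limit read from the data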
mABHD4 FP = ABHD4 inhibitors, primary screen, biochemical, fluorescence polarization, mouse; (Lyso)-N-acylphosphatidylethanolamine lipase (Mus musculus), Q8VD66; purified mABHD4, FP-Rh probe fluorescence polarization; inhibition, % at 8.92 µM; hit rate 0.54% among 370,000;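 active means inhibition exceeding the mean over every tested compound plus 3 SD, cut at about 30% in these data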;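 further: 0% = plate median of compound wells and 100% = S159A mutant with DMSO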
Target sequence (Q8VD66 whole entry, looked up): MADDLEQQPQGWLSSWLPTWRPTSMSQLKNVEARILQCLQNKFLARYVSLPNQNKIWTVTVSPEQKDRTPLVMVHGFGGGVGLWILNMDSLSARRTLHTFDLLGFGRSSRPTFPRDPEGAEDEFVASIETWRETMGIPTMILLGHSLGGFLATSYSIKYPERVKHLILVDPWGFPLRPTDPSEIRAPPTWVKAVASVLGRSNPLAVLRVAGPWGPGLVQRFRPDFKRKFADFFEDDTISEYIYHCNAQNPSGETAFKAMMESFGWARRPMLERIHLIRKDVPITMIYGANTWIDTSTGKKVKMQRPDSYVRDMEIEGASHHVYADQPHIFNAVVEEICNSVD
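Material: mouse ABHD4 enzyme, wild type; Benchmarks: S159A mutant high control, sample median low control; Buffer or medium: HEPES pH 7.0, NaCl, Pluronic buffer; Signal: fluorescence polarization; Read-out: percent inhibition of probe binding, normalized to plate controls; Timing: pre-incubation 45 min, probe exposure 60 min, at 25 °C; Dosing: 8.92 µM, single dose.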
UHRF1 MBD2 ctr = UHRF1 methylated DNA binding inhibitors, primary screen, counter-screen for MBD2 inhibitor project, biochemical, TR-FRET, human UHRF1, single concentration; E3 ubiquitin-protein ligase UHRF1 (Homo sapiens), Q96T88; hit rate 0.75% among 370,000; UHRF1 binding to methylated oligo; inhibition, % at 4.4 µM; in the data active means inhibition above about 21%;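 further: UHRF1 SRA domain binding a hemimethylated CpG hairpin DNA probe; 0% = median of test compound wells and 100% = reference inhibitor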
Tn7 DDE FP = inhibitors of Tn7 peptide binding to fibrin DD(E), primary screen, biochemical, fluorescence polarization, human fibrin, Tn7 probe | Fibrinogen beta chain (Homo sapiens), P02675 | FP displacement of FITC-Tn7 peptide from fibrin DD(E); 0% = median of compound wells per plate | inhibition, % at 8.3 µM | hit rate 0.13% among 370,000;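 active means inhibition above the mean of compounds falling within the control limits plus 3 SD of them, cut at about 14% in these data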;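 further: 0% = plate median of compound wells and 100% = 10 µM Aha-Tn7 peptide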
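Assay system: Human fibrin DD(E) protein | Medium: Tris buffer with calcium and detergent, pH 7.8 | Reagent: 0.1 µM fluorescent Tn7 | Compound dosing: Single point at 8.3 µM | Times: 10 min preincubation, 3 h with tracer, room temperature | Detection: Fluorescence polarization of the labelled Tn7 tracer | Controls: Aha-Tn7 high control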
TDP2 absorb = human TDP2 enzyme inhibitors, primary screen, biochemical, epi absorbance, recombinant enzyme. T5PNP hydrolysis, p-nitrophenol absorbance 415 nm. hit rate 0.34% among 370,000. Tyrosyl-DNA phosphodiesterase 2 (Homo sapiens), O95551. inhibition, % at 12.8 µM;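 active means inhibition above the mean of all tested compounds plus 3 SD, set per campaign, cut at about 25% in these data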;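 further: 0% = DMSO with enzyme and 100% = buffer with substrate but no TDP2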
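Assay system: Recombinant human TDP2 | Quantity: 120 nM TDP2 per well | Incubation: 2 h at 37 °C | Signal: Epi absorbance | Evaluation: Percent inhibition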
Numbers without * were called inactive; . = no result given. Compounds were not picked by outcome, and some 4.2% of all compounds hit somewhere here.

SMILES | PG9 Ab binder | HTRA1 inhibitor | SIAE inh | LEDGF integ inh | TCR-CD3 inh | PRMT1 inh | mABHD4 FP | UHRF1 MBD2 ctr | Tn7 DDE FP | TDP2 absorb
CN(c1ccc(C(=O)Nc2nccs2)cc1)S(=O)(=O)c1ccccc1 | 1.7 | -8.0 | 0.1 | -3.1 | -5.2 | 0.6 | -1.0 | -0.3 | 7.0 | 15.7
C[C@H]1CN([C@@H](C)CO)C(=O)c2cc(Br)cnc2O[C@H]1CN(C)C(=O)C1CCC1 | -1.3 | 0.4 | 5.6 | -0.9 | -0.2 | 2.1 | 1.2 | 1.9 | -6.5 | -9.0
COc1ccc(-c2csc(N=C(N)N)n2)cc1 | -1.1 | 2.3 | -8.5 | -2.3 | 4.3 | -4.4 | -9.0 | 4.8 | -6.6 | -13.2
O=C1CC(N2CCOCC2)C(=O)N1c1cc(Cl)cc(Cl)c1 (configuration not stated) | -1.9 | -15.7 | 1.0 | 6.8 | -5.7 | 6.9 | -8.4 | 3.9 | -3.2 | -7.4
Cc1cccc(OCC(O)Cn2c(N3CCCCC3)nc3c2c(=O)[nH]c(=O)n3C)c1 (configuration not stated) | 0.6 | 0.4 | -3.5 | 0.0 | 6.2 | -2.5 | -2.7 | 0.7 | 3.7 | -12.0
CC1(c2ccccc2)NC(=O)N(CC(=O)N(CC(=O)Nc2ccccc2C(F)(F)F)Cc2ccco2)C1=O (configuration not stated) | 0.1 | 1.6 | 3.3 | -0.1 | 4.5 | -0.5 | 0.8 | 0.0 | -6.7 | 2.4
Nc1n[nH]c(-c2ccccc2)n1 | -0.1 | -3.8 | 0.8 | -0.6 | -2.0 | 0.5 | 5.4 | -0.4 | -2.4 | 6.4
Cc1ccc(/C=[N+](\[O-])c2ccc(N(C)C)cc2)c2nsnc12 | -45.4 | 38.1* | 9.1 | 14.4* | 7.7 | 3.1 | 30.4* | 0.2 | -1.1 | 15.7
Cc1c(Nc2cc(N3CCCCCC3)c3nonc3c2[N+](=O)[O-])c(=O)n(-c2ccccc2)n1C | 0.1 | 7.0 | 0.3 | -6.0 | -2.6 | -0.2 | 3.4 | -1.2 | 4.6 | 12.2
O=C1Nc2ccc3sc4ccccc4c3c2C1=O | -15.4 | . | 2.6 | -0.9 | -0.1 | 5.8 | 20.5 | -4.7 | -12.0 | -9.8
O=C(c1cnn2c(C(F)(F)F)cc(-c3ccco3)nc12)N1CCCc2ccccc21 | -1.4 | 4.8 | -2.4 | -0.9 | -2.3 | 3.2 | -1.0 | 4.4 | 10.4 | -0.6
O=C1CS/C(=N/N=C/c2cccs2)N1Cc1ccc(F)cc1 | -0.9 | . | -1.7 | 3.5 | 6.1 | 3.4 | -4.1 | 0.9 | -4.4 | 4.3
Cc1cc(C)cc(SCc2noc(C(=O)NCC3CC3)c2C(=O)NCC2CC2)c1 | -2.1 | . | 0.9 | 1.4 | -0.8 | 0.7 | -2.8 | -2.4 | 0.7 | -0.9
COc1ccc(C(=O)N2CCN(Cc3ccccc3C)CC2)cc1OC | 0.1 | 0.0 | 0.1 | 1.9 | 3.6 | -0.9 | 12.0 | 3.6 | 1.1 | 1.4
Cc1ccc(NCC(=O)N/N=C/c2cccc(Br)c2)cc1 | 0.3 | -2.0 | -2.6 | -9.6 | -3.7 | 1.0 | 7.4 | 2.0 | 3.9 | -2.9
Cc1cccc(C)c1NC(=O)CSc1nc(C2CC2)nc2ccccc12 | -0.7 | -1.6 | 1.7 | 0.2 | -0.4 | -0.9 | 0.5 | -1.5 | -4.9 | 1.9
CC(=O)c1cccc(NC(=O)CN2C=NS(=O)(=O)c3ccc(C)cc32)c1 | -2.0 | 3.2 | -0.9 | -0.3 | 4.7 | -0.6 | -2.9 | -0.6 | -6.5 | -4.2
CC1CCN(C(=O)CSCC(=O)O)CC1 | -1.1 | 0.6 | 5.1 | 10.7 | -13.3 | -6.4 | -6.4 | 2.2 | -1.8 | -11.4
CCOC(=O)CSc1n[nH]c(-c2cccnc2)n1 | -0.7 | 1.5 | -3.1 | -0.9 | 0.6 | -3.1 | 5.0 | 0.2 | -5.2 | -10.9
CC(=O)NC(C)c1cc(Cl)c2cccnc2c1O (configuration not stated) | -1.9 | 41.0* | 1.5 | -5.3 | -0.8 | 1.2 | 3.7 | -4.1 | 7.0 | -5.1
O=C(Nc1cccc(Cl)c1)C1=CC=CN2CCS(=O)(=O)N=C12 | 0.0 | -0.1 | -3.0 | 1.8 | 2.4 | -2.2 | -6.1 | -2.8 | -11.0 | 3.6
Cc1nn(C)c(Oc2cccc(Cl)c2)c1C(=O)O | 0.8 | 10.8 | -2.3 | -0.8 | -0.3 | 3.3 | 8.4 | 0.0 | -1.9 | 2.7
CN(C(=O)[C@@H](Cc1ccccc1)NC(=O)[C@H]1O[C@@H](n2cnc3c(=O)[nH]c(N)nc32)[C@H](O)[C@@H]1O)C1CCCCC1 | 0.6 | . | 3.1 | -2.1 | 2.3 | 0.1 | 1.5 | 1.2 | -0.5 | -4.4
CC(C)c1ccc(NC2CCCN(C(=O)c3cc(C(C)C)[nH]n3)C2)cc1 (configuration not stated) | -3.2 | -5.3 | 1.8 | -2.0 | 2.7 | 1.2 | 5.0 | 3.0 | 1.4 | -12.1
Cc1ccc(SCC(=O)NCCSC(C)(C)C)cc1 | -0.5 | -5.3 | 5.6 | -1.2 | 4.1 | -1.6 | 7.1 | -3.3 | 4.3 | 10.3
CSCC[C@H](NC(=O)[C@@H]1Cc2ccccc2CN1)C(=O)Nc1ccc2c(c1)OCCO2 | -1.0 | 14.3 | 7.4 | -1.5 | 6.7 | -2.3 | 1.4 | -1.1 | -1.9 | -11.1
CC(Sc1ccc(Br)cc1)C(N)=O (configuration not stated) | 0.1 | -1.2 | -1.1 | -0.4 | 0.8 | -3.0 | 3.4 | -2.6 | 2.9 | 1.0
O=C(N/N=C/c1ccco1)Nc1ccccc1 | 1.0 | 3.5 | 8.0 | 0.8 | -4.3 | 3.5 | -7.9 | -3.4 | 2.1 | -4.8
O=C(NCc1ccccc1)C1C(c2ccc3c(c2)OCO3)=Nc2ccccc2N1C(=O)c1cccc2ccccc12 (configuration not stated) | -2.2 | . | -13.2 | -1.7 | 4.7 | 0.7 | -8.7 | -0.1 | -2.4 | 4.5
CCCCCCCCOC(=O)/C=C/c1c(C)[nH]c(=O)[nH]c1=O | -2.4 | -0.5 | -0.7 | -0.3 | 8.0 | -1.8 | 0.7 | -1.1 | -3.0 | -0.8
CCSc1nc(=O)n(-c2ccccc2)c(C)c1C(C)=O | -0.2 | 1.4 | 0.8 | 5.9 | -3.1 | 0.0 | -2.7 | 2.2 | 3.2 | 4.7
Fc1ccc(/C=N/Nc2ccccn2)cc1 | -3.9 | -2.5 | -5.5 | 1.5 | 4.5 | 2.8 | 4.3 | -5.0 | -4.3 | -1.4
CN(Cc1ccc2c(c1)CCCN2C)C(=O)[C@H]1O[C@@H](n2cnc3c(N)ncnc32)[C@H](O)[C@@H]1O | -0.8 | . | 58.6* | -3.6 | 11.7 | 10.8 | 4.4 | -2.5 | -2.6 | -2.9
CC(C)C(C(=O)NCc1ccccc1)N1CCN(CCN2CCOCC2)CC1 (configuration not stated) | -2.4 | . | -5.7 | 0.6 | -0.5 | -3.9 | 2.9 | -1.7 | -13.6 | 5.0
CN(C)c1ccc(/C=C(/NC(=O)c2ccccc2)C(=O)NCCN2CCOCC2)cc1 | -10.9 | -6.5 | -8.6 | -2.5 | 3.6 | -7.2 | -50.9 | -6.8 | -14.1 | -18.4
C=CCC1(CC=C)CCCN1C(=O)CC1C(=O)NCCN1Cc1ccccc1OC (configuration not stated) | -1.0 | 6.1 | -0.5 | 0.2 | -1.6 | 2.4 | 9.9 | 0.1 | 6.6 | -3.9
CCOC(=O)c1ccccc1NC(=O)c1ccc2nccnc2c1 | 0.0 | -21.2 | -4.1 | 5.2 | 9.4 | -0.8 | 6.0 | 0.2 | -2.3 | -7.8
CCN(C(=O)COC(=O)CC(C)c1ccccc1)c1c(N)n(Cc2ccccc2)c(=O)[nH]c1=O (configuration not stated) | 1.4 | 3.8 | 3.1 | -3.5 | -4.3 | 0.6 | 1.5 | -1.1 | -4.8 | 8.4
CN(C)C(=O)CNC(=O)CN1C(=O)NC2(CCCc3sccc32)C1=O (configuration not stated) | 0.0 | 4.3 | -2.8 | -7.3 | -10.1 | 4.2 | 1.0 | 2.1 | 1.7 | -16.2
Clc1ccc(N2CCN(c3cnc4ccccc4n3)CC2)cc1 | 0.7 | -4.7 | -0.8 | 2.4 | 1.9 | -1.3 | 6.4 | 3.2 | 6.9 | 2.2
CCN(CC)c1ccc(C=Nc2ccc(C)cc2C)c(O)c1 | 0.7 | 5.4 | 10.4 | -1.4 | -0.5 | 1.2 | 5.7 | 13.8 | 1.4 | -5.3
Cc1nn(CC(=O)NC(=O)c2ccccc2)c(C)c1[N+](=O)[O-] | -1.2 | -9.4 | 9.2 | -4.7 | -2.6 | 0.8 | -2.7 | -1.4 | -2.5 | -1.8
O=C(NC1CCCCC1)[C@H](O)[C@@H](O)C(=O)NC1CCCCC1 | 1.4 | 3.2 | -3.5 | -0.9 | 6.2 | 0.6 | -5.4 | 0.8 | -7.7 | -4.8
Cc1ccc(-c2csc(NC(=O)CN3CCC(C(N)=O)CC3)n2)cc1 | -2.2 | 12.1 | -10.6 | -4.6 | 2.7 | 0.5 | 5.3 | 0.3 | 5.7 | -6.3
CN(C(=O)CSc1nnc(CNC(=O)c2ccccc2)o1)c1ccccc1 | 0.7 | -1.7 | -1.3 | -5.0 | 6.3 | -1.1 | -0.8 | 0.3 | -3.5 | 1.6
CC(C)c1ccc(C2CC(c3ccc(Br)cc3)=NN2C(N)=S)cc1 (configuration not stated) | 0.4 | -20.1 | -11.4 | -5.1 | 10.7 | -1.8 | -0.3 | 1.2 | 5.8 | -6.9
